NCI-60 one-dose screen, 48 h, at 10 µM unless noted. Numbers give growth in % (100 = growth as untreated, 0 = no growth, -100 = all killed).
BT-549 = BT-549 breast cancer; 78,000 tested, 4.4% active; AID 1794793
MDA-MB-468 = MDA-MB-468 breast cancer; 78,000 tested, 8.5% active
MDA-MB-231 = MDA-MB-231 breast cancer; 81,000 tested, 5% active
MCF7 = MCF7 breast cancer; 82,000 tested, 6.3% active; AID 1794796
MDA-MB-435 = MDA-MB-435 melanoma; 82,000 tested, 7.8% active
K-562 = K-562 leukemia. 78,000 tested, 7.4% active
MOLT-4 = MOLT-4 leukemia cells; 80,000 tested, 6.9% active
SR = SR leukemia cells; AID 1794780; 73,000 tested, 8.7% active
* = called active by the depositor; . = no result given; & = joins results of further samples; ! = not confirmed by another sample. How the source made its calls: active means growth percent below 10; inactive means the rest.

SMILES	BT-549	MDA-MB-468	MDA-MB-231	MCF7	MDA-MB-435	K-562	MOLT-4	SR
N#Cc1nc(CC(=O)/C=C/c2ccccc2)c(CC(=O)/C=C/c2ccccc2)nc1C#N	90	106	.	72	105	94	95	.
COc1cc(/C(C)=C(\c2ccc(Cl)cc2)c2ccc(OCCN3CCCCCC3)cc2)ccc1F	96	56	71	63	84	13	48	17
COc1ccc(-c2nc3ccc(-c4nnc(SCC(=O)Nc5ccc(Br)cc5)o4)cc3[nH]2)cc1OC	81	78	75	77	69	39	71	61
O=C1C=CC(=O)c2c1c(-c1ccc(C(F)(F)F)cc1)nn2-c1cccc(Cl)c1	85	107	84	89	98	60	96	104
CCOc1ccc(NC(=O)c2ccc(NS(C)(=O)=O)c(C)c2)cc1	104	98	121	98	103	88	93	87
COc1ccc(Oc2[nH]n(C3=Nc4ccccc4Sc4ccccc43)c(=O)c2C#N)cc1	98	99	96	101	101	125	107	130
O=C1Nc2ccc(F)cc2/C1=C\c1ccc(OCc2ccccn2)cc1	87	72	85	62	103	85	96	.
Cc1nnc2c3ccccc3ccn12	109	100	107	102	97	110	105	93
O=C(NCc1ccc2c(c1)OCO2)NCC1CCCC(CNC(=O)NCc2ccc3c(c2)OCO3)C1 (centres undefined)	96	104	96	101	96	95	93	95
O=C(Nc1ccc2ccccc2c1)c1ccc(Cl)cc1Cl	104&104	100&87	110&98	91&96	87&90	84&101	78	72&86
CCOc1ccccc1NC(=O)c1cc(-c2ccc(C)cc2)n(-c2ccc(S(C)(=O)=O)cc2)n1	135	121	96	82	99	77	84	102
Cn1cc(-c2csc(-c3cn(C)c4ncccc34)n2)c2ccccc21	22	18	52	13	-40*	15	15	9.5*
O=C(O)Cc1c(Cl)ccc(Cl)c1Cl	97	104	95	85	105	88	71	94
COc1nccc2c(Sc3ccccc3)nc(N)nc12	86	112	100	92	110	93	94	.
CC(C)(C)OC(=O)N1CCc2c(sc3ncnc(Nc4ccc(NC(=O)Nc5ccc(Br)cc5)cc4)c23)C1	83	87	82	77	102	86	77	64
Cc1ccc(/C=C/c2ccc([N+](=O)[O-])cc2)cc1	93	107	99	95	95	88	80	84
O=c1oc2ccc(-c3ccc(F)cc3F)cc2c(=O)n1-c1cccc(C(F)(F)F)c1	3.7*	-5.3*	-4.8*	2.4*	6.9*	13&11	5.6*	18
O=CC(CO)OC(C=O)n1ccc(=O)[nH]c1=O (centres undefined)	98	112	107	104	102	107	120	84
COc1ccc(NNc2c(N)nn3c(-c4ccc(OC)c(OC)c4)c(C#N)c(N)nc23)cc1	101	120	90	86	104	101	96	96
CCCCNc1nc(NC(C)(C)C)nc(NC(C)(C)C)n1	80	78	72	56	72	21	39	34
CCCCC[n+]1ccc(SCC(=O)n2ccc3ccccc32)c2ccccc21	85	68	75	85	96	54	79	63
Cc1ccc2oc(=O)cc(-c3sc(N4CCOCC4)nc3-c3ccccc3)c2c1	84	98	101	76	76	85	88	26
CCOC(=O)c1ccc(-c2ccc(C(=O)OCC)cc2)cc1	92	105	93	96	99	98	120	.
CC1C/C(=C\c2ccc([N+](=O)[O-])cc2)C(=O)O1 (centres undefined)	89&119	92&102	96&87	100&102	102&107	106&100	104&104	98&100
CC1=NN(c2nc(SCC(=O)Nc3nc4ccc(C)cc4s3)nc(-c3ccccc3)c2C#N)C(=O)C1	96	111	106	97	103	95	100	87
Cn1c(O)c(N=NC(=O)c2ccncc2)c2ccccc21	102	104	106	91	97	88	94	89
C/C(=N\NC(=O)Cn1c(C(C)C)nc2ccccc21)c1ccccc1	97	71	94	96	94	100	101	.
Cc1ccc(Cl)c(NC(=S)NCc2cccnc2)c1	101	91	93	100	100	105	104	.
COc1cc(CNC(=O)/C=C/c2ccc3c(c2)OCO3)ccc1OCc1cn(-c2ccccc2)nn1	98	76	.	85	102	91	66	71
N#CC(c1c(Cl)cccc1N1CCCCC1)N1CCCCC1 (centres undefined)	114	114	101	94	103	90	94	90
CNC(=O)c1cc(Oc2ccc(NC(=O)c3nc(SC)oc3-c3ccc(F)cc3)cc2)ccn1	111	89	95	83	82	62	56	72
C=CCOC(=O)C1=C(C)NC2=C(C(=O)CC(c3ccccc3)C2)C1c1cc(OC)ccc1OC (centres undefined)	105	88	82	86	86	73	76	69
O=C(Nc1ccc(F)cc1)Nc1cccc(-c2cc(=O)c3ccccc3o2)c1	100	79	108	93	99	93	95	94
COc1ccc(C2=NN(C(C)=O)C(c3ccc(OCc4ccc(Cl)cc4)c(OC)c3)C2)cc1OC (centres undefined)	34	31	70	20	43	31	20	52
CCOc1ccc(Nc2c3ccccc3nc3ccccc23)cc1	-3.8*!	-9.8*!	48&46&94	9.0*!	31&25&103	3.8*!	-11*!	-41*!
O=C(CSc1nc(-c2ccccc2)[nH]c1S(=O)(=O)c1ccccc1)NCc1ccc(Cl)cc1	91	72	99	77	98	88	82	98

Profiles as entered above. Screens in order: BT-549 | MDA-MB-468 | MDA-MB-231 | MCF7 | MDA-MB-435 | K-562 | MOLT-4 | SR
Profile of N#CC(c1c(Cl)cccc1N1CCCCC1)N1CCCCC1 (centres undefined) = 114 | 114 | 101 | 94 | 103 | 90 | 94 | 90
Profile of CNC(=O)c1cc(Oc2ccc(NC(=O)c3nc(SC)oc3-c3ccc(F)cc3)cc2)ccn1 = 111 | 89 | 95 | 83 | 82 | 62 | 56 | 72
Profile of COc1cc(CNC(=O)/C=C/c2ccc3c(c2)OCO3)ccc1OCc1cn(-c2ccccc2)nn1 = 98 | 76 | . | 85 | 102 | 91 | 66 | 71
Profile of CC1=NN(c2nc(SCC(=O)Nc3nc4ccc(C)cc4s3)nc(-c3ccccc3)c2C#N)C(=O)C1 = 96 | 111 | 106 | 97 | 103 | 95 | 100 | 87
Profile of O=C(CSc1nc(-c2ccccc2)[nH]c1S(=O)(=O)c1ccccc1)NCc1ccc(Cl)cc1 = 91 | 72 | 99 | 77 | 98 | 88 | 82 | 98

Continuation:
SMILES	BT-549	MDA-MB-468	MDA-MB-231	MCF7	MDA-MB-435	K-562	MOLT-4	SR
Cc1ncc(C(=O)Nc2ccccc2)[nH]1	105	113	109	98	104	94	99	97
COc1ccc(/C(C)=C(\c2ccc(Cl)cc2)c2ccc(OCCN(C)C)cc2)cc1F	88	66	71	32	52	4.0*	39	-32*
CCCC/C(=C\c1ccc(O)c(O)c1)C(=O)NC(Cc1ccccc1)C(=O)C(=O)NCc1ccccc1 (centres undefined)	94	85	74	72	.	74	45	72
COc1cc(C(SCc2ccccc2)SCc2ccccc2)ccc1O	102	93	87	92	99	79	57	74
NS(=O)(=O)c1ccc(CCn2c(-c3ccc(O)cc3)nc(-c3ccccc3)c2-c2ccccc2)cc1	126	88	103	93	105	102	106	96
COc1ccc(CCCC(=O)O)cc1OC	103	104	102	96	103	101	97	102
O=C(NCc1ccc(F)cc1)c1cn2cc(Cl)ccc2n1	94	106	130	94	105	102	96	81
COc1ccc(/C=N/C2=C(C#N)C(c3ccc(OC)cc3)c3ccc4ccccc4c3O2)cc1 (centres undefined)	84	38	53	34	-11*	23	60	.
CC(=O)Nc1c([N+](=O)[O-])cc2c3c(cccc13)CC2	101&104	90&101	108	89&100	93&101	88&113	96&116	80
O=C(NCCN1CCNCC1)Nc1ncccc1OCc1cccc(F)c1	103	106	98	93	95	112	104	105
O=C(O)/C=C/c1ccc(-c2cc(C(F)(F)F)cc(C(F)(F)F)c2)o1	100	104	97	88	95	106	91	91
CCOC(=O)CC1(O)CSc2nc(N)cc(=O)n21 (centres undefined)	106	97	126	99	109	105	86	87
Cc1cc(O)cc(C)c1N	.	112	108	93	102	97	92	98
Cc1ccc(S(=O)(=O)NCCCNc2nc(Nc3ccc(N4CCN(C)CC4)cc3)nc3ccsc23)cc1	-1.0*	12	23	19	0.6*	13	9.9*	4.2*
COc1ccc(Cc2nnc3sc(SC)nn23)cc1	.	108	92	95	102	97	100	92
NC(N)=N/N=C\c1cccc(OCc2ccccc2)c1	94	19	76	47	35	27	80	19
COc1ccc(C(=O)C2=CC(=O)C(=O)C2)cc1OC	94	108	124	96	106	116	101	94
COC(=O)Cc1cc(COC(C)=O)ccc1C	.	108	125	106	116	108	98	75
C/C=C(\C)CCC(C)(O)CC (centres undefined)	108	105	116	100	105	94	94	98
COc1c(N2CC3CCCNC3C2)c(F)cc2c(=O)c(C(=O)N/N=C/c3ccc(Br)cc3)cn(C3CC3)c12 (centres undefined)	114	97	56	52	85	-19*	55	-28*
CCOC(=O)c1cnc2cc(Cl)cc(Cl)c2c1Nc1cccc(S(=O)(=O)NC)c1	82	82	88	70	83	66	76	76
CC(=O)OCCCCCCn1c2ccccc2c2c3c(c4c5ccccc5n(C)c4c21)C(=O)N(O)C3=O	69	90	64	30	76	60	11	17
COC(=O)c1c(C=O)cccc1[N+](=O)[O-]	.	108	92	94	94	102	111	96
COc1ccc(C2SCC(=O)N2NC(=O)CCC(=O)c2nc3ncccc3[nH]2)cc1OC (centres undefined)	113	90	99	91	103	90	119	91

Some of the entries so far, with values under each structure:
Values run as follows: BT-549	MDA-MB-468	MDA-MB-231	MCF7	MDA-MB-435	K-562	MOLT-4	SR
CCOC(=O)c1cnc2cc(Cl)cc(Cl)c2c1Nc1cccc(S(=O)(=O)NC)c1
→ 82	82	88	70	83	66	76	76
CC(=O)OCCCCCCn1c2ccccc2c2c3c(c4c5ccccc5n(C)c4c21)C(=O)N(O)C3=O
→ 69	90	64	30	76	60	11	17

Further structures follow.
SMILES	BT-549	MDA-MB-468	MDA-MB-231	MCF7	MDA-MB-435	K-562	MOLT-4	SR
COCCOC(=O)C1=C(C)NC(C)=C(C(=O)OC(C)C)C1c1cccc([N+](=O)[O-])c1 (centres undefined)	94	92	84	.	102	100	59	.
CCCCCCC/C(=N\N=C(N)N)c1ccc(O)cc1	47	-80*	-23*	-22*	42	.	25	.
CCOC(=O)C(C(=O)OCC)C(C)CC (centres undefined)	104&110&97	98&92&100	109&99&110	99&105&99	106&107&112	106&138&107	103&31&99	94&68&101
O=C(/C=C/c1ccc(Cl)cc1)c1ccc(Cl)cc1	101	88	118	17	80	74	81	9.8*
Cc1ccc(-n2nc3c(c(C#N)c2=O)CC(c2ccccc2Cl)C([N+](=O)[O-])=C3O)cc1 (centres undefined)	103	114	82	94	102	82	77	.
Cc1cccc(C)c1NC(N)=O	113	110	110	106	108	99	91	85
COc1cc(C)cc(-c2nn(CC(N)=O)cc2-c2ccnc(Oc3ccncc3)n2)c1	114	102	102	98	106	108	112	104
C=C(C)[C@@H]1CC[C@]2(COC(=O)c3ccccc3C(=O)O)CC[C@]3(C)[C@H](CC[C@@H]4[C@@]5(C)CCCNC(C)(C)[C@@H]5CC[C@]43C)[C@@H]12	73	52	94	26	61	.	-7.1*	6.6*
CC1Cc2c(ncn3c(-c4ccc(Cl)cc4)nnc23)N(C)c2ccccc21 (centres undefined)	106	100	.	81	108	98	96	62
O=c1c2cccc3c(Nc4ccc(Br)cn4)ccc(c32)c2nc3ccccc3n12	84	-65*	66	4.1*	97	101	93	53
Cc1cc2nnc(SCC(=O)c3ccccc3)n2c(SCc2ccccc2)n1	102	116	88	101	104	89	89	95
CC[C@@H]1C(=O)N(C)c2cnc(Nc3ccc(C(=O)NC4CCN(C)CC4)cc3OC)nc2N1C1CCCC1	17	-33*	17	7.6*	2.2*	0.2*	-14*	-21*

Some of these compounds in order of length of the SMILES, high to low.
SMILES	BT-549	MDA-MB-468	MDA-MB-231	MCF7	MDA-MB-435	K-562	MOLT-4	SR
O=c1c2cccc3c(Nc4ccc(Br)cn4)ccc(c32)c2nc3ccccc3n12	84	-65*	66	4.1*	97	101	93	53
CC1Cc2c(ncn3c(-c4ccc(Cl)cc4)nnc23)N(C)c2ccccc21 (centres undefined)	106	100	.	81	108	98	96	62
Cc1cc2nnc(SCC(=O)c3ccccc3)n2c(SCc2ccccc2)n1	102	116	88	101	104	89	89	95

The listing continues:
SMILES	BT-549	MDA-MB-468	MDA-MB-231	MCF7	MDA-MB-435	K-562	MOLT-4	SR
C=C(C)[C@@H]1CC[C@]2(C(=O)NCCNCCN)CC[C@]3(C)[C@H](CC[C@@H]4[C@@]5(C)CC[C@H](O)C(C)(C)[C@@H]5CC[C@]43C)[C@@H]12	97	111	88	99	101	86	94	81
CCOC(=O)N1CCCCC1CC (centres undefined)	.	109	109	99	105	112	104	88
CCN(CC)S(=O)(=O)c1ccc(-c2nc(C(Cl)Cl)nc3cc(-c4ccc(C)cc4)nn23)cc1	.	113	88	82	98	79	89	85
COc1ccc(NS(=O)(=O)c2ccc(NC3=C(Cl)C(=O)c4nc(C)ccc4C3=O)cc2)nn1	99	77	87	88	115	94	87	102
O=C(/C=C/c1ccccc1)c1ccc(NC(=O)N2CCN(c3cc4c(cc3F)c(=O)c(C(=O)O)cn4C3CC3)CC2)cc1	85	103	99	95	100	83	103	92
CCOC(=O)C1=Cc2c(-c3cc(Cl)ccc3O)nc(N)nc2C(C)(C)C1	99	86	106	79	108	79	90	88
O=C(/C=C(/C=C/c1ccc(F)cc1)OB(F)F)/C=C/c1ccc(F)cc1	99	102	96	86	92	91	83	96
O=C(Oc1ccc(=O)[nH]n1)c1ccccc1	127	87	122	93	101	85	91	101
O=c1cc(N/N=C/c2ccccc2)c2ccccc2[nH]1	87	93	102	76	99	77	79	.
O=C(CN1CCN(c2cc(=O)[nH]c3ccc(F)cc23)CC1)N(c1ccccc1)c1ccccc1	104	99	98	97	102	95	100	91
C=C1C(=O)O[C@H]2[C@H]1CC/C(Cn1cc(Cn3ccc4ccccc43)nn1)=C\CC[C@@]1(C)O[C@@H]21	59	.	-25*	-74*	20	-17*	-8.3*	-18*
COc1cc(-c2cc(N)n(-c3nc4ccccc4[nH]3)n2)cc(OC)c1OC	105	84	91	92	90	.	92	89
CC1=C(C(=O)OCC(C)C)C(c2ccc3c(c2)OCO3)NC(=O)N1 (centres undefined)	99	100	106	101	109	113	109	108
Cc1cc(C)c2nc(Nc3ccc4c(C)cc(=O)oc4c3)sc2c1	101	119	89	88	104	94	111	84
O=C(O)c1cccc2cccc(C(=O)O)c12	116	103	101	104	110	104	95	102
N#CC(C#N)=NO	103	93	108	96	.	108	100	97

Screening results as filed in PubChem.
